Screens (PubChem)
L3MBTL1 inh = inhibitors of human L3MBTL1 | actives 0.66% (n = 230,000) | AlphaScreen L3MBTL1–H3K9me1 peptide binding | Q9Y468 | Potency, µM (titrated, usually from 57.1 µM), inactives show at the top dose activity, negative = inhibition, usual class: inhibitors; active = well fitted inhibition curve with a large enough effect; inconclusive = small, poorly fitted or top-dose-only effect; inactive = no such curve, though single readings can be large or run the other way; also: nearly all actives have a fitted effect of over 60% in size
Target sequence (Q9Y468 whole entry, looked up): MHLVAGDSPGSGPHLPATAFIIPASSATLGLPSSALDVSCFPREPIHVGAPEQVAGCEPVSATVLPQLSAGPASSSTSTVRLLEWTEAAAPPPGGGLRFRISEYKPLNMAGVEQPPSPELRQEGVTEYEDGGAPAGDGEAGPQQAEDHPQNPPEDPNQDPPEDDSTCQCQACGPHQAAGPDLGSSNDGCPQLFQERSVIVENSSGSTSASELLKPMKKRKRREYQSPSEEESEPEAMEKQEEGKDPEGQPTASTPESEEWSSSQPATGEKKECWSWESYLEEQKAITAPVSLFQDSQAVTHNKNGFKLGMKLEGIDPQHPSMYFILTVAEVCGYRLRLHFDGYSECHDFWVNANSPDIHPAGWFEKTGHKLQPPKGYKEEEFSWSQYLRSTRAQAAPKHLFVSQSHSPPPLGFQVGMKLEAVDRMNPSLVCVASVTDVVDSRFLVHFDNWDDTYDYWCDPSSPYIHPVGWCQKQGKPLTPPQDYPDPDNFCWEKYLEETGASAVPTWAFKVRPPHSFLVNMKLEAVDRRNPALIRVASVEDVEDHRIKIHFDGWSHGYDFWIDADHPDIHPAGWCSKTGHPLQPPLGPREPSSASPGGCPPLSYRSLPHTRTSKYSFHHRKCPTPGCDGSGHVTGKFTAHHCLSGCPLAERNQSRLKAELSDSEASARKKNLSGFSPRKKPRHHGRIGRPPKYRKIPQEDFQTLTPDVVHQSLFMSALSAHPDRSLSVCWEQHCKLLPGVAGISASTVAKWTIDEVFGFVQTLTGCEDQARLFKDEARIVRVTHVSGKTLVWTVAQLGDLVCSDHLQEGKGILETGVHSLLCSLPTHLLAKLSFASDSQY
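L3MBTL1 (50 nM) pre-complexed 30 min with biotinylated H3(1-15)K9me1 peptide (75 nM), then compounds added for 30 min at room temperature; AlphaScreen streptavidin donor/nickel chelate acceptor beads (10 ug/mL final) read after 30 min dark incubation.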
* = called active by the depositor; ? = inconclusive; [ ] = another dose, or the depositor's remark. % is scaled to controls: 0 for no effect and ±100 for the full control effect; potency is read from the fitted curve at half-maximal effect.

SMILES	L3MBTL1 inh
CCCCN1CC(=O)N2[C@H]3c4cc(Cl)ccc4OC[C@@H]3[C@H](C(=O)OCC)[C@]2(C)C1=O	3.6%
CC[C@]1(c2cccc(C)c2)C(=O)N(C(=O)OC)N1C(=O)OC	-3.5%
O=C(O)c1cccc(-c2noc(-c3cccc(Cl)c3)n2)c1	?
O=C(CSc1nnc(-c2ccncc2)o1)Nc1cccc(F)c1	2.7%
COc1ccccc1NC(=O)COC(=O)c1[nH]c(=O)[nH]c(=O)c1N	-1.4%
CCCCn1c(N)c(N(CC(C)C)C(=O)c2ccc(F)c(S(=O)(=O)N3CCOCC3)c2)c(=O)[nH]c1=O	5.4%
CCCCN1C(=O)C(=O)c2cc(Cl)ccc21	-1.8%
COc1ccc(F)cc1S(=O)(=O)N1CCC2(CC1)OCCN2S(=O)(=O)c1cccs1	-0.5%
CC(=O)c1c(C)[nH]c(C(=O)OCC(=O)N(CC(C)C)C2CCS(=O)(=O)C2)c1C (configuration not stated)	1.8%
COc1ccc(C2=CC(=O)CC(C)(C)C2)cc1	6.3%
CN(C)C(=O)c1ccc(NC(=O)c2ccc(-c3ccc(Cl)cc3)o2)cc1	-10.8%
CN1CCN(S(=O)(=O)c2ccc(Nc3ccc(F)cc3)nc2)CC1	-3.9%
CCCCN(C(=O)c1cccs1)C1CCS(=O)(=O)C1 (configuration not stated)	9.0%
Cc1ccc(NS(=O)(=O)c2cccc(C(=O)N3CCCCCCC3)c2)cc1	1.3%
COc1ccc(N2CCN(S(=O)(=O)CCNC(=O)/C=C/c3ccc4c(c3)OCO4)CC2)cc1	-5.6%
Cc1ccc(NC(=O)COC(=O)COc2cccc3c2OC(C)(C)C3)c(C)c1	-0.1%
[2H]C(CCOS(N)(=O)=O)c1ccc(C(C)(C)C)cc1 (configuration not stated)	1.8%
CC(=O)Nc1cccc(C(=O)OC(C)C(=O)NCc2ccc3c(c2)OCO3)c1 (configuration not stated)	7.9%
COc1ccc(Cl)cc1NC(=O)CN(C)C(=O)CCSc1ccc(C)cc1	-0.1%
CCOc1ccc(C(=O)COC(=O)c2cc([N+](=O)[O-])ccc2N2CCOCC2)cc1	-8.6%
CCCn1nc(C(=O)Nc2nnc(C3CC3)s2)c2ccccc2c1=O	-3.7%
COc1ccc(C(=O)NNC(=S)NC(=O)c2ccccc2)cc1	8.4%
O=C(NCC(=O)N1CCN(C(=O)c2ccccc2)CC1)c1ccccc1	7.6%
CCOc1cc(/C=C/c2cccc[n+]2C)ccc1O	-2.9%
COc1ccccc1N1CCN(C(=O)c2onc(C)c2Cl)CC1	-1.7%

(next part)
SMILES	L3MBTL1 inh
CCOc1ccc(NC(=O)CN(C)C(=O)c2cn3ccccc3n2)cc1OCC	-2.2%
COc1ccc(CN2C(=O)C(Cc3ccccc3)Nc3ncnc(N4CCN(c5ccccc5)CC4)c32)cc1 (configuration not stated)	-4.8%
COc1ccc(NC(=O)CN2C(=O)NC(C)(C3CC3)C2=O)cc1S(=O)(=O)N1CCOCC1 (configuration not stated)	-7.0%
CC(OC(=O)c1cccc([N+](=O)[O-])c1)C(=O)N1CCc2ccccc21 (configuration not stated)	-10.0%
NNC(=O)CNC(c1ccccc1)c1cc(Cl)ccc1NC(=O)c1ccccc1 (configuration not stated)	-6.6%
O=C(CCN1C(=O)c2ccccc2S1(=O)=O)Nc1cccc(F)c1	3.1%
CCCC(C)NC(=O)Cc1ccc(S(=O)(=O)N2CCOCC2)s1 (configuration not stated)	8.4%
C[C@H](NCCc1ccc(O)cc1)[C@H](O)c1ccc(O)cc1	13.4%
CC(=O)NC12CC3CC(C1)CC(C(=O)NCC(=O)Nc1c(C)cc(C)cc1C)(C3)C2	3.1%
COc1cccc(CNc2nc3ccccc3n2C)c1O	5.3%[2.29 µM]
CC1CCCC(C)N1C(=O)COC(=O)COc1ccc(C#N)cc1 (configuration not stated)	-1.8%
O=C(Nc1cccc(NC(=O)c2ccccc2Cl)c1)c1ccc(F)cc1	-1.2%
O=C(CCNC(=O)c1ccc(Cl)cc1)NN1C(=O)NC2(CCCCC2)C1=O	-0.9%
C[C@H](NC(=O)c1nc[nH]c1C(=O)NCC(=O)OC(C)(C)C)c1ccccc1	39.2%[activator]
CC(=O)Nc1cccc(C(=O)Nc2cccc(S(=O)(=O)NCc3ccco3)c2)c1	-1.8%
O=C1C(Cl)=C(N2CCOCC2)C(=O)N1c1ccc(Br)cc1	-3.2%
OC(COc1c(F)cc(Br)cc1F)CN1CCc2ccccc2C1 (configuration not stated)	4.4%
Cc1ccc(C(=O)CCC(=O)OCC(=O)Nc2nnc(-c3ccccc3)o2)cc1	7.5%
COc1ccc(O)c(CN2CCCC(N3CCN(c4ccccc4OC)CC3)C2)c1 (configuration not stated)	-1.1%
CCCNC(=S)N1CCC(C(=O)c2ccc(F)cc2)CC1	0.8%
Nc1ccc(S(=O)(=O)NCC(=O)OC2CCOC2=O)cc1[N+](=O)[O-] (configuration not stated)	-9.0%
N#Cc1ccccc1Oc1ccc(S(=O)(=O)N2CCCCC2)cn1	-8.1%
COc1ccc([C@H]2CC(=O)C=C(c3cccc(CO)c3)C2)cc1	3.4%
COc1ccc(Nc2nnc(SC(C)C(=O)NC3CC3)s2)cc1 (configuration not stated)	-2.1%
CC1(C2CC2)NC(=O)N(CC(=O)N2CCN(c3ccc(F)cc3)CC2)C1=O (configuration not stated)	0.1%

4 neighbouring records from above:
SMILES	L3MBTL1 inh
CC(=O)Nc1cccc(C(=O)Nc2cccc(S(=O)(=O)NCc3ccco3)c2)c1	-1.8%
O=C1C(Cl)=C(N2CCOCC2)C(=O)N1c1ccc(Br)cc1	-3.2%
OC(COc1c(F)cc(Br)cc1F)CN1CCc2ccccc2C1 (configuration not stated)	4.4%
Cc1ccc(C(=O)CCC(=O)OCC(=O)Nc2nnc(-c3ccccc3)o2)cc1	7.5%

An excerpt from above in order of SMILES length, rising.
SMILES	L3MBTL1 inh
CCCC(C)NC(=O)Cc1ccc(S(=O)(=O)N2CCOCC2)s1 (configuration not stated)	8.4%
C[C@H](NCCc1ccc(O)cc1)[C@H](O)c1ccc(O)cc1	13.4%
O=C(CCNC(=O)c1ccc(Cl)cc1)NN1C(=O)NC2(CCCCC2)C1=O	-0.9%
Nc1ccc(S(=O)(=O)NCC(=O)OC2CCOC2=O)cc1[N+](=O)[O-] (configuration not stated)	-9.0%
CC1(C2CC2)NC(=O)N(CC(=O)N2CCN(c3ccc(F)cc3)CC2)C1=O (configuration not stated)	0.1%
CC(=O)NC12CC3CC(C1)CC(C(=O)NCC(=O)Nc1c(C)cc(C)cc1C)(C3)C2	3.1%
COc1ccc(CN2C(=O)C(Cc3ccccc3)Nc3ncnc(N4CCN(c5ccccc5)CC4)c32)cc1 (configuration not stated)	-4.8%

More structures follow.
SMILES	L3MBTL1 inh
CCc1ccccc1NC(=O)c1ccc(-c2csc(C)n2)cc1	0.4%
CCC(O)(C(=O)Nc1ccccc1C(F)(F)F)c1ccccc1OC (configuration not stated)	-3.2%
O=C(Nc1nnc(-c2ccc(Br)cc2)o1)c1ccco1	15.8%
O=C(Nc1cccc2c1CCCC2)c1cccc(F)c1	10.8%
Cc1noc(C)c1NC(=O)Nc1ccc2c(c1)C(=O)N([C@H](C)CO)C[C@H](C)[C@@H](CN(C)C(=O)NC(C)C)O2	-6.2%
Cn1ccnc1COc1ccc(C=O)cc1	0.7%
Cc1ccn2c(NCc3ccccc3)c(-c3cccc(SC4CCCCC4)c3)nc2c1	-6.6%
CCCSc1ccc([C@H]2N[C@@](CC(C)C)(C(=O)OC)[C@H]3C(=O)N(CC)C(=O)[C@@H]23)cc1	2.6%
NC(=O)C1CN(C(=O)c2cccc(S(=O)(=O)N3CCc4ccccc43)c2)c2ccccc2O1 (configuration not stated)	-4.3%
CC(NC(=O)COC(=O)c1cc([N+](=O)[O-])ccc1N1CCOCC1)c1ccc(F)cc1 (configuration not stated)	-9.5%
Cc1cccc(/C=C/c2onc(C)c2S(=O)(=O)N2CCC(C(=O)NC(C)C)CC2)c1	4.4%
CCOc1cccc(CNCc2ccncc2)c1	6.1%
Cc1c(C(=O)OC(C)C(=O)N(C)Cc2ccccc2)oc2ccccc12 (configuration not stated)	10.2%
CCC1CCCCN1C(=O)COc1ccc(S(=O)(=O)N2CCOCC2)cc1Cl (configuration not stated)	3.6%
COc1ccc(CCNC(=O)C(C)SCC(=O)Nc2ccc(F)cc2)cc1 (configuration not stated)	8.0%
Cc1ccc(C(=O)CCC(=O)Nc2ccc(C)cn2)cc1	7.3%
CSc1nnc(SCC(=O)NC(=O)c2ccccc2)s1	-4.6%
Nc1cc(=O)[nH]c(SCCSc2ccccc2)n1	-5.0%
COc1ccc(CNCc2cccc(C)c2)cc1	-2.9%
O=C(OCc1c(-c2ccccc2)ncc2ccccc12)c1ccc(F)cc1	3.7%
CC(=NNC(=O)c1cccs1)c1ccc2c(c1)OCCO2	-2.2%
O=C1/C(=C/c2ccc3c(c2)OCO3)Oc2cc(OCC(=O)N3CC(O)C[C@H]3C(=O)O)ccc21 (some centres not stated)	1.4%
COc1ccc(NC(=O)CN(C)C(=O)CCC(=O)c2ccc(C)cc2)cc1	2.3%
CCN1CCN(CC#CCOc2ccccc2OC)CC1	6.5%[2.29 µM]
Brc1ccccc1Cn1cnc2ccccc21	-4.9%[2.29 µM]

Next part
SMILES	L3MBTL1 inh
CN(c1ccc(F)cc1)S(=O)(=O)c1ccc(Cl)c(C(=O)NCC(c2ccco2)N2CCCCC2)c1 (configuration not stated)	0.3%
O=C(NN=Cc1ccc(F)c(F)c1)c1ccc(NS(=O)(=O)c2cccs2)cc1	-0.8%
COc1ccc(CCC(=O)OCC(=O)Nc2sccc2C#N)cc1	-3.9%
COCCCN(C(=O)c1cc(-c2ccco2)nc2ccccc12)c1c(N)n(Cc2ccccc2)c(=O)[nH]c1=O	31.6µM*
Cc1ccc(S(=O)(=O)N2CCN(C(=O)COC(=O)CCOc3ccccc3C)CC2)c(C)c1	0.9%
Cc1noc(C)c1NC(=O)N(C)C[C@H]1Oc2ccc(NC(=O)c3ccncc3)cc2C(=O)N([C@H](C)CO)C[C@@H]1C	1.9%
C/C=C(\NC(C)=O)c1ccccc1	0.0%
COc1cc(CN2CCCCCC2)cc([N+](=O)[O-])c1O	-2.0%[2.29 µM]
Cc1cccc(C(C)C)c1NC(=O)CSc1cccc[n+]1[O-]	-5.2%
O=C(NC1CC(=O)N(c2cccc(F)c2)C1)N1CCN(C(=O)c2ccco2)CC1 (configuration not stated)	-0.1%
CCOc1ccc(NC(=O)c2cc(=O)[nH]c3ccccc23)cc1	0.4%
COC(=O)c1c(NC(=O)COC(=O)CC(NC(C)=O)c2ccccc2)sc(C)c1C (configuration not stated)	5.5%
NS(=O)(=O)c1ccc(CCNC(=O)c2ccc(Cl)c(S(=O)(=O)N3CCCCC3)c2)cc1	-10.8%
CC1=CC(=O)C=C/C1=C(/c1ccc(O)cc1C)c1ccccc1S(=O)(=O)O	-5.8%
COc1ccc(NC(=O)c2ccc3nc(C)sc3c2)cc1	-7.0%
CC(=O)NC(CC(=O)NNC(=O)C(C)Oc1ccccc1F)c1ccccc1 (configuration not stated)	-3.3%
CCN(C[C@H]1N[C@@](CC)(C(=O)OC)[C@H]2C(=O)N(Cc3ccccc3)C(=O)[C@@H]12)C(=O)c1ccc(C)cc1	-0.6%
Cc1cccc(NC(=O)N2CCCC2C(=O)NCc2ccccc2)c1 (configuration not stated)	-14.5%
COc1ccc(NC(=O)Cc2ccsc2)cc1S(=O)(=O)N1CCCCC1	-5.9%
CCN1C(=NCCOC)N[C@@H](c2cccs2)C(C(=O)OC)=C1C	16.7%
COc1cc(NC(=O)CCN2CCOCC2)cc(OC)c1	5.9%
CCSc1ncc(Cl)c(C(=O)Nc2ccccc2F)n1	1.8%
CC(=O)Nc1cc(NC(C)=O)cc(C(=O)OC(C)C(=O)Nc2ccc(S(=O)(=O)N3CCCC3)cc2)c1 (configuration not stated)	-20.0%
COc1cc(N)c(C(O)c2nccc3cc(OC)c(OC)cc23)cc1OC (configuration not stated)	-4.3%
Cn1c(NC(=O)c2ccc(F)cc2)nc2ccccc21	3.1%

Next records follow.
SMILES	L3MBTL1 inh
C[C@H](CO)N1C[C@H](C)[C@@H](CN(C)S(C)(=O)=O)Oc2ccc(NC(=O)Nc3ccc(C(F)(F)F)cc3)cc2C1=O	-2.6%
O=C(COC(=O)c1cccs1)Nc1ccc(Cl)cn1	8.9%
CCCN(C(=O)COC(=O)COc1c(C)cccc1C)c1c(N)n(Cc2ccccc2)c(=O)[nH]c1=O	2.8%
COC(=O)COc1cccc(NC(=O)C(c2ccccc2)c2ccccc2)c1	-0.7%
Cc1cc(C)n(S(=O)(=O)c2ccc(C)c(C)c2)n1	8.2%
CCC1(c2ccc(F)cc2)NC(=O)N(CC(=O)NC2CCCCCC2)C1=O (configuration not stated)	-0.4%
O=c1c2c3c(sc2nc(NCCO)n1-c1ccccc1)CCCC3	7.0%
COc1ccccc1CCN1CCCC(CN(C)CC(C)(C)CO)C1 (configuration not stated)	3.3%
CCCCCCCOc1ccc(C2(C)NC(=O)NC2=O)cc1 (configuration not stated)	-5.6%
CC(C)(C)OC(=O)C[C@@H]1C/C=C\C[C@@H](CC(=O)NCCO)C(=O)N[C@H](C(C)(C)C)COC1=O	0.2%
O=C(NCc1cccc(F)c1)c1cccc2c1C(=O)c1ccc(Cl)cc1S2(=O)=O	-4.0%
Cc1ccc(OCC(=O)Nc2ccc(-n3cnnn3)cc2)c(C)c1	-2.4%
Cc1ccc(NC(=O)CNC(=O)c2ccc(Oc3ccccc3)cc2)nc1	10.5%
COc1cc(CNc2ccc3[nH]c(=O)[nH]c3c2)ccc1OCc1ccc(Cl)cc1	2.3%
CC(C)(C)[C@H]1COC(=O)[C@H](NC(=O)OCC2c3ccccc3-c3ccccc32)C/C=C\C[C@@H](CC(=O)N[C@H](CO)Cc2ccccc2)C(=O)N1	-1.3%
CCN(C(=O)COC(=O)CCNS(=O)(=O)c1ccccc1F)c1c(N)n(Cc2ccccc2)c(=O)[nH]c1=O	-5.2%
COc1ccc2oc(C(=O)OCC(=O)N(C)CC(=O)Nc3ccc(C)cc3)c(C)c2c1	-2.0%

This is a subset; rates above refer to the full screens.
